# High-throughput results (PubChem)
# OX1R FRET antag: antagonists of human orexin 1 receptor (OX1R); inhibition, % at 6.6 µM; AID 485270; O43613; OX1R-expressing cells, FRET antagonist read-out; hit rate 1.8% among 330,000; in the data active means inhibition mostly above about 38%, no sharp cut-off; inactive means mostly below about 40%;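 further: 0% = agonist challenge alone and 100% = reference antagonist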
# Target sequence (O43613 whole entry, looked up): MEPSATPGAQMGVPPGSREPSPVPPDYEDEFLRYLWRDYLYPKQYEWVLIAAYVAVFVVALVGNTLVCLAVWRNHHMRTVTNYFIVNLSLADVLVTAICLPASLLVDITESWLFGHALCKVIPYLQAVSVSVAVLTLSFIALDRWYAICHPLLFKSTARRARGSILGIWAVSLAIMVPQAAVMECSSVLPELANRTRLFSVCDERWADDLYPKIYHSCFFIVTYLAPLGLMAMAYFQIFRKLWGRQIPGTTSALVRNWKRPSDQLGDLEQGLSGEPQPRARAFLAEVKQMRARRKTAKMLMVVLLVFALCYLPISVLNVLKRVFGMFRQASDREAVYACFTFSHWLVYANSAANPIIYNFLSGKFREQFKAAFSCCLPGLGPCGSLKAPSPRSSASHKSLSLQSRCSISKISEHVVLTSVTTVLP
# STK33 inh: human STK33 kinase inhibition. Q9BYT3. purified STK33, MBP phosphorylation, ADP-Glo luminescence. inhibition, % at 10 µM. hit rate 0.073% among 320,000. AID 2661;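 active means inhibition at or above 25%, using the most active replicate where run in duplicate; inactive means inhibition below 25%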
# Target sequence (Q9BYT3 whole entry, looked up): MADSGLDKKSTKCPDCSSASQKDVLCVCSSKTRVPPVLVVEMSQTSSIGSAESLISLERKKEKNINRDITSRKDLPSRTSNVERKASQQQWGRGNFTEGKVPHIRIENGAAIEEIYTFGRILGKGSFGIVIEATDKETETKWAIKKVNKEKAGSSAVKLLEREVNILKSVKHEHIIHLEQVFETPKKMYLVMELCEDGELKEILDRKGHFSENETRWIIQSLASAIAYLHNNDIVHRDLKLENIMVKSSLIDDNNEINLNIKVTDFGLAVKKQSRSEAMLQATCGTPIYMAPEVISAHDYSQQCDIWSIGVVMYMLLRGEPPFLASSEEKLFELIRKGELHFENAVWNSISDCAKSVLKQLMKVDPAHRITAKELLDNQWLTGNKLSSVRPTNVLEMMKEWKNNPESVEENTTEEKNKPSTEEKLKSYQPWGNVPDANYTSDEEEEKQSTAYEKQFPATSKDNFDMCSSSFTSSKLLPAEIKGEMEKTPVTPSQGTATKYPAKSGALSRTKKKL
# * marks the source's active call; other numbers are inactive results; · = no result given.
# Values in the order: OX1R FRET antag	STK33 inh
N#CC1(NC(=O)CSc2nnc(C3CC3)n2C2CC2)CCCCC1
    5.3	-0.5
CC(C)C(NC(=O)c1ccc(F)cc1)C(=O)Nc1cccnc1 (stereo unspecified)
    17.9	-1.6
CCc1ccc(C(C)NC(=O)C2CCCO2)cc1 (stereo unspecified)
    ·	0.4
OC(CNC1Cc2ccccc2C1)COc1ccc(Cl)cc1 (stereo unspecified)
    30.0	-0.5
COc1ccc(-c2ccccc2)cc1NCc1ccc(OC)c(OC)c1
    14.2	-4.0
CC(=O)Nc1cccc(NC(=O)C2CC3CCC2C3)c1 (stereo unspecified)
    -0.3	-0.7
CC(=O)c1cccc(NC(=O)N2CCCC2C(=O)NCc2ccc3c(c2)OCO3)c1 (stereo unspecified)
    1.9	-0.7
CC(C)(C)Nc1c([N+](=O)[O-])c(=O)sc2ccccc12
    3.3	-0.2
COc1ccccc1C(=O)Oc1cc(N)n(S(=O)(=O)c2ccccc2)n1
    10.4	-0.3
O=C(Nc1ccc(NC(=S)NC(=O)c2ccccc2Cl)cc1)c1cccc(Cl)c1
    41.9	-0.2
O=C(N=C1SC2CS(=O)(=O)CC2N1Cc1ccc(F)cc1)C1CCCO1 (stereo unspecified)
    9.0	4.8
O=C(Cc1ccc(Cl)cc1)NNc1c(F)c(F)cc(F)c1F
    8.3	0.7
CC(C)(C)c1ccc(-c2noc(CCC(=O)NCC3CCCO3)n2)cc1 (stereo unspecified)
    14.9	0.1
Cc1cccc(NC(=O)Nc2ccc(Oc3c(F)c(F)c(F)c(F)c3F)cc2)c1
    21.8	0.1
CCCN(C(=O)C1CC(=O)N(c2ccccc2C(C)CC)C1)C1CCS(=O)(=O)C1 (stereo unspecified)
    5.0	-0.1
O=C(c1cccc(N2C(=O)C3C4C=CC(C4)C3C2=O)c1)N1CCCc2ccccc21 (stereo unspecified)
    8.5	0.1
O=C(NCc1ccco1)c1cnc2n(c1=O)CCS2
    17.4	-1.3
CC(C)CCn1c(=O)c2ccccc2n2c(CCl)nnc12
    5.7	-0.9
CC1CCCN(C(=O)Cn2nnc(-c3ccccc3F)n2)C1 (stereo unspecified)
    9.4	-0.9
COc1ccc(/C=C/C(=O)NC(=S)N2CCSCC2)cc1
    11.3	-1.8
CN(C)CCCN(C(=O)c1ccc(S(=O)(=O)N2CCc3ccccc32)cc1)c1nc2ccc(F)cc2s1
    6.1	-1.3
NC(=O)C[n+]1cccc2ccccc21
    30.4	-0.5
CCOC(=O)c1[nH]c2ccccc2c1NC(=O)CC(C)(C)C
    2.4	0.2
Cc1cccc(-c2nc(CN3CCCC(C(=O)NC4CCC(C)CC4)C3)c(C)o2)c1 (stereo unspecified)
    18.0	-0.9
COc1cc2cc(CCOC(=O)c3ccc(C#N)cc3)oc(=O)c2cc1OC
    5.3	-1.9
COc1ccc(-n2c(Cc3cccn3C)nnc2SCC(=O)Nc2nc(C)cs2)cc1
    11.9	-1.6
Oc1[nH]c2ccccc2c1N=NC(=S)N1CCOCC1
    19.5	-2.7
CC(C)CC(NC(=O)C1CCC(C)CC1)C(=O)Nc1ccccn1 (stereo unspecified)
    24.4	-0.7
CS(=O)(=O)N(Cc1cc2ccccc2[nH]c1=O)C1CCCCC1
    4.0	-0.4
COCCCNC(=O)c1cc2c(-c3ccc(Cl)cc3)nn(C)c2s1
    9.3	0.0
Cc1nc(N2CCN(c3ccccn3)CC2)c2c(C)c(C(=O)Nc3ccc(F)cc3Cl)sc2n1
    5.2	-2.8
Cc1nn(CC(=O)N(C)Cc2ccccc2)c(=O)c2cccn12
    10.9	-1.7
COc1ccc(NC(=O)c2nc(-n3nc(C)cc3C)ccc2Cl)cc1Cl
    12.2	0.3
COc1cccc(CNC(=S)Nc2cccc(Cl)c2C)c1
    17.9	·
COCCN(CCOC)c1nc(-c2ccc(C)cc2)nc2ccccc12
    6.1	-0.9
COc1ccc(/C=N/NC(=O)C(C)Sc2ccccn2)cc1[N+](=O)[O-] (stereo unspecified)
    14.6	-1.7
CC(C)CCNC(=O)CCSCCC(=O)NCCC(C)C
    14.9	0.5
O=C(NCc1ccco1)C1CCN(C(=O)c2cc3sccc3n2Cc2ccc(F)cc2)CC1
    13.0	-2.7
Cc1ccc(C)c(NC(=O)c2cc3c([nH]c4ccccc43)c(C)n2)c1
    24.2	-1.4
O=C(CN1C(=O)NC2(CCc3ccccc3C2)C1=O)NCc1ccco1 (stereo unspecified)
    4.7	-3.4
CCCCNC(=O)c1ccc(NC(=O)CC2SC(N3CCCC3)=NC2=O)cc1 (stereo unspecified)
    0.1	-0.1
COCCNC(=O)C1(S(=O)(=O)c2ccccc2)CC=CC1
    10.1	-0.6
CCOc1ccccc1/C=N/NC(=O)C[n+]1ccccc1
    0.6	-1.2
CCC1=C(OC(=O)N(CC)CC)N2C(=O)OC(=NCC3CC3)[C@]2(C)[C@H]2C1=CC[C@H]1C(=O)N(CC)C(=O)[C@H]12
    15.4	-1.0
COc1cccc(OCc2nnc(SCC(=O)OC3CCCCC3)n2C)c1
    7.4	-0.1
COc1ccc(C(=O)N2CCC(n3nccc3NC(=O)C3CC3)CC2)c(OC)c1OC
    7.7	-3.4
O=C(CC12CC3CC(CC(C3)C1)C2)Nc1ccc2c(c1)COC2=O
    14.7	-0.7
COc1ccccc1NC(=O)c1sc2nc(C)cc(C)c2c1N
    5.7	-1.1
Cc1cc(C)n(-c2nc3c(c(=O)[nH]c(=O)n3C)n2C)n1
    18.8	-0.1
COc1ccc(C2/C=C\CN(C(=O)C3CC3)[C@H](Cc3ccccc3)C(=O)N2Cc2ccc(F)cc2)cc1 (stereo partly specified)
    24.7	-0.4
Cc1cc(N2CCOCC2)n2ncc(-c3ccccc3)c2n1
    6.0	-0.9
COc1cccc(C(=O)/C=C/Nc2ccc(S(=O)(=O)Nc3cc(OC)nc(OC)n3)cc2)c1
    11.8	0.4
CN1C(=O)OC(C)(CCc2ccccc2)C1(C)O (stereo unspecified)
    9.1	-3.2
CCC(=O)OC1(C)C(=O)C=C2C=C(C3CC3)OC=C2C1=O (stereo unspecified)
    44.3	2.0
COc1cc2c(cc1OC)C(C)N(C(=O)c1ccc(C)o1)CC2 (stereo unspecified)
    -11.4	-1.4
CCOc1ccccc1NC(=O)NC1CC2CCCC(C1)N2Cc1nnnn1CCc1ccccc1 (stereo unspecified)
    11.5	0.2
O=C(CNC1CCCCCC1)c1cccs1
    5.9	-1.3
COC(CNC(=O)c1c[nH]c2ccc(S(=O)(=O)N(C)c3ccc(F)cc3)cc2c1=O)OC
    -1.3	-2.5
CCCCCOc1ccc(/C=C/c2c([N+](=O)[O-])c(=O)n(C)c(=O)n2C)cc1
    -6.2	-1.0
Cc1ccc(N2CC(C(=O)Nc3ccc(C)c(S(=O)(=O)N(C)C)c3)CC2=O)cc1 (stereo unspecified)
    9.9	-2.0

# More compounds
# Values in the order: OX1R FRET antag	STK33 inh
CCC(C)Nc1nc2c(c(=O)[nH]c(=O)n2C)n1CCCc1ccccc1 (stereo unspecified)
    12.2	-1.7
CCC(=O)OCCNc1cc(Sc2nc3ccccc3s2)c2nonc2c1[N+](=O)[O-]
    51.8*	-1.2
COC(=O)c1ccc(N=Cc2c(-c3ccccc3)[nH][nH]c2=O)cc1
    5.4	1.2
CC(C)=CC(=O)Nc1ccc(S(=O)(=O)Nc2ccccn2)cc1
    6.2	-0.9
CCC1=NNC(=O)C(CC(=O)Nc2ccccc2)c2cc(OC)c(OC)cc21 (stereo unspecified)
    10.9	0.4
CCN(CC)S(=O)(=O)c1ccc(Cl)c(C(=O)Oc2cccc(-c3cnc4ccccc4n3)c2)c1
    36.8	3.1
CCC1C(=O)N(C)CCc2ccccc21 (stereo unspecified)
    13.2	-1.3
O=C(COc1ccccc1[N+](=O)[O-])Nc1ccc(NC(=O)c2cc3ccccc3o2)cc1
    11.9	-2.0
COc1ccc(/C=C2\SC(=O)N(CCCC(=O)Nc3cc(Cl)ccc3C(=O)O)C2=O)cc1
    16.8	-0.3
Cc1ccc(S(=O)(=O)Nc2c(C)n(C)n(-c3ccccc3)c2=O)cc1C(=O)OC(C)C(=O)N(C)c1ccccc1 (stereo unspecified)
    11.0	-0.4
O=c1oc(-c2cccnc2)nc2ccccc12
    17.3	0.8
NS(=O)(=O)c1cccc2cccnc12
    17.1	-0.2
CN1CCN(S(=O)(=O)c2cccc(C(=O)NC3(C)CCS(=O)(=O)C3)c2)CC1 (stereo unspecified)
    5.8	-0.7
COC(=O)CCCC(=O)NC1CCCc2c1cnn2-c1ccc(F)cc1F (stereo unspecified)
    -0.8	-0.4
Cc1nn(-c2ccccc2)nc1C(=O)NN
    12.0	-3.0
O=C(CN1CCN(C(c2ccccc2)c2ccccc2)CC1)Nc1ccc(N2CCOCC2)cc1
    3.1	0.6
CCC(=O)N1c2ccc(S(=O)(=O)N3CCN(c4ccc([N+](=O)[O-])cc4)CC3)cc2CC1C (stereo unspecified)
    23.5	0.9
Cc1cc(C)nc(N/C(=N/S(=O)(=O)Cc2ccccc2)Nc2ccccc2)n1
    13.9	-0.7
S=c1[nH]nc(-c2ccc(Br)cc2)n1Cc1ccco1
    30.3	-1.1
Cc1c(C(=O)N2CCCCC2)c(S(=O)(=O)N2CCN(c3ccc(F)cc3)CC2)c(C)n1C
    9.2	2.6
COc1ccc(OCC(=O)OCC(=O)Nc2ccc3[nH]c(=O)[nH]c3c2)cc1
    1.7	0.1
Fc1ccc(-c2nc3ccccc3[nH]2)cc1
    5.1	1.8
CCOC(=O)CN1C(=O)SC(Nc2ccc(C)cc2)C1=O (stereo unspecified)
    22.1	1.0
CCSc1nnc(NS(=O)(=O)c2ccc(C)cc2)s1
    19.1	1.1
COC(=O)N/N=C\c1ccc(OC/C=C/c2ccccc2)cc1
    ·	0.6
Cc1ccc(CSc2nnc(-c3cccc(S(=O)(=O)N4CCOCC4)c3)n2C2CCCC2)cc1
    6.4	-1.7
COC(=O)/C(C#N)=C1/C=Cc2ccccc2N1C
    60.5*	0.4
Cc1ccc(C)c(OCCN2C(=O)NC3(CCc4ccccc4C3)C2=O)c1 (stereo unspecified)
    23.8	-3.3
CC(C)Oc1ccccc1C1CC(=O)Nc2cc3c(cc21)OCO3 (stereo unspecified)
    1.8	-0.7
COc1ccc(-c2cc(C(=O)Nc3cc(Br)ccc3O)no2)cc1
    0.2	-0.4
CCc1ccc(-c2csc(NC(=O)C3CC(=O)N(c4ccc5c(c4)OCCO5)C3)n2)cc1 (stereo unspecified)
    1.9	-2.0
COc1ccc(C(=O)NC2CCSc3ccccc32)cc1S(=O)(=O)N1CCOCC1 (stereo unspecified)
    18.8	0.5
CCN(C(=O)CSc1nnc2ccccn12)c1c(N)n(Cc2ccccc2)c(=O)[nH]c1=O
    0.9	0.2
CCc1c(C)nc(N2CCN(Cc3ccccc3)CC2)[nH]c1=O
    2.3	0.5
CCCc1nc2oc3ccccc3c(=O)c2c(=O)n1-c1ccc(C)cc1
    6.9	0.2
COc1cc(OC)cc(-c2nc3cc(C)ccc3o2)c1
    42.3*	0.5
O=C(c1nnc(-c2ccc(Cl)cc2)o1)C1CCCC1
    10.3	-0.7
O=C(O)c1ccc2c(=O)n3c(nc2c1)/C(=C/c1ccc(Cl)cc1Cl)CC3
    6.5	-0.9
COc1ccccc1N1CCN(C(c2cccs2)C(C)NC(=O)c2ccco2)CC1 (stereo unspecified)
    6.2	-3.4
CCOc1ccc(CN2CCNC(=O)C2CC(=O)N(C)CC2CCOCC2)cc1 (stereo unspecified)
    15.9	-0.1

# Fetched one by one from above:
# Values in the order: OX1R FRET antag	STK33 inh
O=C(c1nnc(-c2ccc(Cl)cc2)o1)C1CCCC1
    10.3	-0.7
CCOC(=O)CN1C(=O)SC(Nc2ccc(C)cc2)C1=O (stereo unspecified)
    22.1	1.0
COC(=O)/C(C#N)=C1/C=Cc2ccccc2N1C
    60.5*	0.4
CCc1c(C)nc(N2CCN(Cc3ccccc3)CC2)[nH]c1=O
    2.3	0.5
Cc1ccc(CSc2nnc(-c3cccc(S(=O)(=O)N4CCOCC4)c3)n2C2CCCC2)cc1
    6.4	-1.7
CCc1ccc(-c2csc(NC(=O)C3CC(=O)N(c4ccc5c(c4)OCCO5)C3)n2)cc1 (stereo unspecified)
    1.9	-2.0

# Exported with each value named: part of the list above.
S=c1[nH]nc(-c2ccc(Br)cc2)n1Cc1ccco1
  OX1R FRET antag: 30.3 | STK33 inh: -1.1
Cc1c(C(=O)N2CCCCC2)c(S(=O)(=O)N2CCN(c3ccc(F)cc3)CC2)c(C)n1C
  OX1R FRET antag: 9.2 | STK33 inh: 2.6

# The list continues.
# Values in the order: OX1R FRET antag	STK33 inh
COCCn1c(=O)c2c(nc3n2CC(C)CN3CCc2ccccc2)n(C)c1=O (stereo unspecified)
    6.0	3.5
C=CCNC(=O)C(C(=O)OCC)C1CCCCC1 (stereo unspecified)
    25.7	0.1
COc1ccc(-c2nc(CS(=O)CC(=O)NCCCN3CC(C)CC(C)C3)c(C)o2)cc1OC (stereo unspecified)
    8.9	-0.9
Cc1noc(C)c1C(=O)N1CC(C)OC(C)C1 (stereo unspecified)
    8.2	0.0
CC1(C)O[C@@H]2[C@H](O1)[C@@H](COS(=O)(=O)O)O[C@H]2n1cnc2c(N)ncnc21
    0.3	0.4
CC1CCC(C(C)C)C(OC(=O)CSc2n[nH]c(=O)[nH]c2=O)C1 (stereo unspecified)
    12.4	-1.1
CCSc1cnn(-c2ccccc2)c(=O)c1SCC
    13.6	-1.0
COc1ccccc1C(=O)Nc1ccccc1C(=O)Nc1ccccc1
    33.6	0.4
Cc1c(C(=O)O)oc2ccc(S(=O)(=O)NCc3ccc(F)cc3)cc12
    0.9	-1.5
Nc1n[nH]c2cc(=O)n(-c3cccc(C(F)(F)F)c3)nc12
    30.6	2.8
Cc1c(Cl)cccc1NC(=S)NCc1cccn1C
    12.1	-3.8
Cc1cc(C(=O)Nc2ccc(N3CCOCC3)c3nonc23)ccc1[N+](=O)[O-]
    11.4	-1.5
